Rpn11 inh: Rpn11 (human) deubiquitinase inhibition; O00487; human 26S proteasome, Ub4-pepOG fluorescence polarization; 20S core pre-blocked with epoxomicin; calls only at 20 µM; 360,000 compounds, 0.59% hits; AID 588493;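 active = inhibition at 20 µM, scaled to each plate's controls, above about 33%, limit read from the data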
Target sequence (O00487 whole entry, looked up): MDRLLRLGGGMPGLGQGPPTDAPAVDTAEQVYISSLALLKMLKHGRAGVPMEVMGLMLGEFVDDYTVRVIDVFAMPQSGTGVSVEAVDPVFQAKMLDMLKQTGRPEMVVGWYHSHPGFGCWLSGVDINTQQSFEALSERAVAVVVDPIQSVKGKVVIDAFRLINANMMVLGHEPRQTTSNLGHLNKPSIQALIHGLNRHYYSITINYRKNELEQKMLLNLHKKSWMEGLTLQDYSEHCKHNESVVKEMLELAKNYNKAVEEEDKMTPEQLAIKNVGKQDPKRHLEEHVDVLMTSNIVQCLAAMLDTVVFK
NadD block: inhibitors of Staphylococcus aureus NadD; inhibition, % at 20 µM; 360,000 compounds, 0.78% hits; purified NadD enzyme, colorimetric absorbance read-out; in the data active = inhibition above about 26%; note: some compounds past the cut are filed as inactive
LMPTP block: blocks human LMPTP phosphatase; P24666; recombinant LMPTP-A, OMFP fluorogenic substrate, fluorescence intensity; inhibition, % at 20 µM; 360,000 compounds, 0.22% hits; AID 651560;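 active = compounds that cut the enzyme signal by at least half of the control window in the single-dose screen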;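 note: plate controls were DMSO wells with enzyme plus substrate for no effect and substrate without enzyme for full effect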
Target sequence (P24666 whole entry, looked up): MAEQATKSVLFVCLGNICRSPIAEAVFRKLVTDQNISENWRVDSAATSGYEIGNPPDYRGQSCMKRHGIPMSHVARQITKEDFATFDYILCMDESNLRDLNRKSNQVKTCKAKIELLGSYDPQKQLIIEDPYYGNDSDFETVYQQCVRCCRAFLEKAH
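Test system – LMPTP-A enzyme · Amount – LMPTP-A at 0.625 nM final in the reaction · Buffer or medium – Bis-Tris pH 6.0, DTT, detergent · Reagent – OMFP 400 µM · Doses – single 20 µM dose · Schedule – reaction 50 min, room temperature, dark · Detection – fluorescence intensity of OMFP turnover product · Evaluation – percent inhibition versus substrate-only and uninhibited controls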
SUMO1-SIM PPI: SUMO1-SIM interaction modulation | P63165 | SUMO1 binding to a labelled peptide, TR-FRET, 1 h | inhibition, % at 20 µM | 360,000 compounds, 0.33% hits | AID 602429; in the data active = inhibition above about 37%
Target sequence (P63165 whole entry, looked up): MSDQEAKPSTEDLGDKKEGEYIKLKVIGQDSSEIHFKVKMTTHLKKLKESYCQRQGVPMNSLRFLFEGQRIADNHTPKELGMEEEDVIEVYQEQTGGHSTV
STEP block: blocks human striatal-enriched tyrosine phosphatase. P54829. recombinant STEP, OMFP fluorogenic substrate, fluorescence. inhibition, % at 20 µM. 360,000 compounds, 0.25% hits;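 active = inhibition at 20 µM, scaled per plate between control wells, above about 37%, limit read from the data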;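 note: 0% = DMSO with enzyme and substrate and 100% = substrate only without enzyme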
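Material: STEP (striatal-enriched tyrosine phosphatase) enzyme, cell-free | Medium: 50 mM Bis-Tris pH 6.0 with 2.5 mM DTT and 0.005% Tween 20 | Read-out: Percent inhibition scaled to no-enzyme and uninhibited-enzyme controls, plate-pattern corrected | Signal: Fluorescence read at 480 nm ex / 540 nm em | Times: 20 min reaction, room temperature, in the dark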
Rin1 Abl inh: human Rin1-Abl interaction inhibition. TR-FRET Rin1/Abl binding, biochemical. inhibition, % at 7.35 µM. P00519+Q13671. AID 588664. 360,000 compounds, 0.4% hits; in the data active = inhibition above about 5%, passing the limit was not always enough
Neddylation inh: inhibitors of human cullin neddylation; TR-FRET cullin neddylation, biochemical; calls only at 25 µM; 360,000 compounds, 0.58% hits; AID 651699; in the data active = inhibition above about 36%
DNMT1 inh: blocks human DNA methyltransferase DNMT1; P26358; DNMT1 molecular beacon, Hinp1I cleavage, fluorescence; inhibition (reported as % activation of signal), % at 10 µM; 360,000 compounds, 0.83% hits; AID 588458; in the data active = inhibition above about 50%
Scp1 inh: inhibitors of human Scp-1 phosphatase; Q9GZU7; Recombinant Scp1, phosphopeptide, malachite green phosphate absorbance; inhibition, % at 20 µM; 340,000 compounds, 0.88% hits; AID 493091;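 active = inhibition above about 50% at 20 µM, limit read from the data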;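 note: plate controls were DMSO wells with enzyme for no effect and wells lacking enzyme for full effect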
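Material – SCP-1 phosphatase catalytic domain, residues 76-261 · Buffer or medium – Acidic Tris acetate buffer with magnesium and detergent · Also added – Phospho 17-mer peptide substrate · Compound – single 20 µM dose, 1% DMSO · Times – 45 min room-temperature reaction, 5 min colour, 30 min stabiliser · Technique – Phosphate-binding colour reagent, absorbance read at 630 nm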
CSN deneddyl inh: CSN deneddylation inhibition. Purified CSN, SCF-Nedd8-OG deneddylation, fluorescence polarization. inhibition, % at 12.5 µM. 360,000 compounds, 0.38% hits. AID 651999;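 active = pattern-corrected inhibition above about 35%, with an unprinted fluorescence ratio check between 0.5 and 1.5, limit read from the data, passing the limit was not always enough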;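 note: 0% = enzyme with substrate and 100% = substrate without enzyme; some results filed as inactive read as strong as hits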
Target sequence (Q92905 whole entry, looked up, one chain of several): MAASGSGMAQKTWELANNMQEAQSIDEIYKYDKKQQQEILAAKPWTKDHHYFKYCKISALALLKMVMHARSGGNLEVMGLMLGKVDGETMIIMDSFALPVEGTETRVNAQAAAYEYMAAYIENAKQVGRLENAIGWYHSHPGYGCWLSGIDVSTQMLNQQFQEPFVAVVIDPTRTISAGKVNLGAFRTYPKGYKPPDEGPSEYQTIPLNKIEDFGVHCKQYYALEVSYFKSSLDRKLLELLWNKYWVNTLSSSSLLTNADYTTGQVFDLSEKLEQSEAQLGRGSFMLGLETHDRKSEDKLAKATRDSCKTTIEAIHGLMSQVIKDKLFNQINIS
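Assay system: HEK293T-derived human Csn5 enzyme; quantity: 0.24 nM enzyme; medium: Tris/NaCl/DTT buffer, pH 7.5; also added: substrate SCFSkp2-Nedd8OG, 10 nM; doses: 12.5 µM compound; schedule: 90 min reaction at room temperature; signal: FP; read-out: % inhibition of substrate cleavage by Csn5; benchmarks: substrate-only high control, full reaction low control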
* = called active by the depositor; i = inactive; . = not tested or not shown; + = active, no number.

SMILES	Rpn11 inh	NadD block	LMPTP block	SUMO1-SIM PPI	STEP block	Rin1 Abl inh	Neddylation inh	DNMT1 inh	Scp1 inh	CSN deneddyl inh
CC(=O)Nc1ccc(NC(=O)CSc2ccc(-c3ccc4c(c3)OCO4)nn2)cc1	i	12	1.0	-3	-3	-1	i	11	-7	2
CCc1c(C(=O)NNC(=S)NCC(C)C)csc1C	i	7	-0.5	0	0	-1	i	-2	-7	-1
Cc1ccccc1OCC(=O)NNC(=O)c1ccc2c(=O)n3c(nc2c1)CCC3	i	-3	-0.9	7	0	4	i	2	2	-1
COC(=O)CN1C(=O)[C@H]2[C@@H](c3ccc(C)o3)N3C(=O)CN(CCO)C(=O)[C@@]3(Cc3ccccc3)[C@H]2C1=O	i	-3	-3.0	1	5	-1	i	3	-8	-2
CCOC(=O)Cc1csc(NC(=O)CSc2nnc(C(C)C)n2C)n1	i	-3	-1.3	1	2	1	i	1	-9	-1
COc1ccc(NC(=O)C(C)N2C(=O)c3ccccc3C2=O)c(OC)c1 (stereo not drawn)	i	-1	-0.3	2	0	0	i	3	-11	3
O=C(NCCC1CCCCN1S(=O)(=O)c1cccs1)C(=O)Nc1ccccc1 (stereo not drawn)	i	-10	0.7	-3	0	0	i	-1	-4	2
Cc1ccccc1NC(=O)CNC(=O)Cc1cccc2ccccc12	i	-3	0.3	-4	1	2	i	-16	-3	2
O=C(CCc1nc2ccccc2c(=O)[nH]1)Nc1nnc(SCc2ccc(Cl)cc2)s1	i	6	1.0	5	2	0	i	68*	1	7
CCOC(=O)C1=C(C)N(C[C@@H]2CC[C@@H](Cc3ccc(-c4ccccc4)cc3)O2)C(=O)NC1c1cccc2ccccc12 (stereo partly drawn)	i	16	3.1	-1	0	-2	i	-4	1	-4
O=C(NCc1ccccn1)C(=O)NCC1OCCCN1S(=O)(=O)c1ccc(F)cc1 (stereo not drawn)	i	-6	-0.5	3	4	1	i	0	-5	-1
CC(C)Cn1c(=S)[nH]c2cc(C(=O)O)ccc2c1=O	i	-5	-1.0	2	0	-2	i	1	-14	5
CC(C)(C)NS(=O)(=O)c1ccc(NS(C)(=O)=O)cc1	i	-3	-0.6	-1	-2	2	i	-4	-4	-1
O=S(=O)(c1ccc(F)c(F)c1)N1CCCc2ccccc21	i	-3	2.3	1	-2	0	i	0	-10	-3
CC(=O)c1ccc(OCc2cc(C(=O)N3CCN(c4ccccc4)CC3C)no2)cc1 (stereo not drawn)	i	-2	3.3	5	0	5	i	-4	1	-5
OCc1nc2ccccc2n1CCc1ccccc1	i	0	-2.6	6	-3	0	i	4	3	-4
O=C1C(Cc2ccccc2)Nc2ncnc(N3CCCCC3)c2N1Cc1ccc(Cl)cc1 (stereo not drawn)	i	36*	-0.7	-3	-2	-1	i	3	5	8
CCCCOc1ncnc2c1[nH]c1ccc(OCC)cc12	i	-5	-1.9	6	-14	0	i	2	-2	1
CCn1cnc2sc(C(=O)Nc3ccccc3OC)c(C)c2c1=O	i	-8	-1.2	-42	-3	-3	i	2	15	5
O=C1CCC(C(=O)NCCN2C(=O)S/C(=C\c3cccnc3)C2=O)=NN1	i	-1	0.6	-21	3	-2	i	1	8	3
CCCCSC(=S)N(C)C1CCS(=O)(=O)C1 (stereo not drawn)	i	-3	-0.9	2	11	0	i	0	6	-4
COc1cc(Nc2nc(SCC#N)nc3ccccc23)cc(OC)c1OC	i	-3	-1.4	1	16	-1	i	6	12	-1
Cc1ccc2nc(NC(=O)CSCC(=O)Nc3cc(C)on3)sc2c1	i	-5	0.4	8	3	-1	i	0	0	-1
CCCN1C(=O)C2(C(C(=O)c3ccc(C)o3)=C(O)C(=O)N2CCCN2CCOCC2)c2ccccc21 (stereo not drawn)	i	0	-2.2	-2	-3	1	i	-3	3	6
CCOC(=O)/C(=N\Nc1cc(Cl)ccc1Cl)N1CCN(C)CC1	i	-6	-2.0	-3	0	3	i	0	-9	3
Cc1cccc(NS(=O)(=O)c2ccc(-n3cccn3)cc2)c1C	i	-7	2.4	-1	-1	0	i	0	-8	-4
O=C(ON=C1CCN(S(=O)(=O)c2ccccc2)CC1)c1ccc(F)cc1	i	-11	1.0	-3	-3	1	i	-1	-5	-3
O=C(CN1CCCCC1)Nc1ccccc1Cl	i	1	0.2	3	1	3	i	0	5	-3
CC[C@]12c3[nH]c4ccccc4c3CCN1C(=O)C(CC(=O)NCCCN(C)C)C[C@@H]2C(=O)N1CCN(C(=O)c2ccco2)CC1 (stereo partly drawn)	i	-1	-8.2	-13	1	-2	i	4	-8	1
CC(Sc1nc2ccccc2[nH]1)C(=O)Nc1ccccc1F (stereo not drawn)	i	1	0.6	9	-5	-1	i	0	6	4
O=C1CC2(CCN(C(=O)COc3ccc(Cl)cc3)CC2)Oc2ccccc21	i	-5	0.2	3	-1	1	i	2	1	1
C=CCn1c(SCC(=O)c2cc(C)n(Cc3cccs3)c2C)nnc1-c1ccncc1	i	-2	1.4	-3	-1	-1	i	-3	-2	0
COc1ccc(CC(=O)NNC(=O)CN(C)S(=O)(=O)c2ccc(Cl)cc2)cc1OC	i	-5	-0.1	3	-3	0	i	-2	0	2
CCN1CCN(c2nc3c(C)cccn3c(=O)c2/C=C(\C#N)C(=O)NCCCOC)CC1	i	-3	-3.0	-27	-1	0	.	-1	-5	-3
CCCn1nc(C(=O)NCc2ccc3c(c2)OCO3)c2ccccc2c1=O	i	-7	-1.4	-4	-1	2	i	1	-11	-5
CCc1cc2c(=O)c(-c3nc4ccccc4n3C)c(C)oc2cc1OC(C)=O	i	1	-1.9	-2	-1	-3	+	1	4	-3
Fc1ccccc1N1CCN(c2nnnn2-c2ccccc2)CC1	i	-4	3.7	-3	0	1	i	-1	-1	2
Cc1cc(N2CC(C(=O)NCc3cccnc3)CC2=O)ccc1C(C)C (stereo not drawn)	i	-1	-1.9	1	1	-2	i	2	-1	-3
NC(=S)N/N=C1\CC(n2nnnc2-c2ccccc2)C2COC1O2 (stereo not drawn)	i	-3	-1.5	-2	-2	-1	i	-2	-5	2
CC1CN(/C=C/C(=O)C(F)(F)F)CC(C)O1 (stereo not drawn)	i	2	0.1	6	6	0	i	2	-7	-1
C=CCNC(=S)NC(=O)c1oc2ccccc2c1C	i	-1	0.0	2	6	1	i	1	-6	-1
CCOc1ccccc1-n1nnnc1SCC(=O)OC	i	0	-1.4	5	-3	0	i	-1	-8	-6
CCOC(=O)/C=C1\SCC(=O)N1CC(=O)NC1CCCCC1	i	-3	-0.6	-4	-1	1	i	2	2	5
CC1CCN(c2ccc(C(=O)O)cc2N)CC1	i	1	0.4	3	3	2	i	15	2	-3
Cc1ccc(NC(=O)CCN2C(=O)c3cccc([N+](=O)[O-])c3C2=O)c(Br)c1	i	-8	-2.8	-31	-1	-1	i	1	-10	-1
CC(c1ccccc1)N(CCC(c1ccccc1)C1CCOC(C)(C)C1)C(=O)c1ccco1 (stereo not drawn)	i	-7	1.8	-2	2	-1	i	10	-11	-12
Cc1ccc(S(=O)(=O)NCc2ccccn2)c(C)c1C	i	-3	-1.8	-2	-4	3	i	6	-4	-8
Cc1cc(C)cc(NC(=O)C(OC(=O)c2cccs2)c2ccccc2)c1 (stereo not drawn)	i	-12	1.8	2	0	-1	i	-1	-10	-2
CCC(=O)c1ccc(OCC(O)CN2C(=O)NC(C)(C)C2=O)cc1 (stereo not drawn)	i	4	-1.5	5	0	2	i	-1	-7	2
C[C@@H]1CN(C(=O)c2nc3ccc(Cl)cn3c2CN2CCc3sccc3C2)C[C@H](C)O1	i	9	-0.6	0	-1	-2	i	-8	1	-4
CC(=O)c1ccc(N2CCN(C(=S)Nc3ccccc3F)CC2)cc1	i	-3	-1.3	5	4	0	i	-1	-7	-13
CN(C(=O)c1cccc(NC(=O)Cc2cccc(NC(=O)C3CCCN(C(=O)C4CC4)C3)c2)c1)C1CCC1 (stereo not drawn)	i	2	-1.7	-2	3	2	i	1	8	6
CCN1CCN(CCNC(=O)c2ccc(CS(=O)c3ccc(Cl)cc3)o2)CC1 (stereo not drawn)	i	-2	-5.2	1	-2	-2	i	-2	-5	1
COCc1cc(C)[nH]c(=O)c1C(=O)NC12CC3CC(CC(C3)C1)C2	i	2	0.5	1	1	1	i	1	-9	-4
CCN(CC)c1ccc(C(=S)N2CCN(c3ccccc3)CC2)cc1	i	8	3.0	-2	3	4	i	0	-7	5
Cc1ccc(N2CC(C(=O)NCc3ccc4c(c3)OCO4)CC2=O)cc1C (stereo not drawn)	i	-5	-0.4	-1	-5	-1	i	3	-2	2
Cc1ccccc1NC(=O)CSc1nnc(CNC(=O)c2ccco2)n1C	i	-2	0.6	2	-1	-4	i	-1	-2	-5
Cc1ccc(S(=O)(=O)NCC(C)n2nc(C)nc2C)cc1 (stereo not drawn)	i	-4	-1.6	3	-1	0	i	5	1	0
Cc1cccc([C@@H]2C[C@H]3CN(Cc4cccc(Cl)c4)C(=O)[C@]34CCCN24)n1	i	0	-1.4	5	-4	3	i	-2	-4	0
Cc1c(Cl)c([N+](=O)[O-])nn1CC(=O)NCc1cccs1	i	-6	-1.1	-12	-3	0	i	9	-1	-7
CN(Cc1ccccc1)Cc1nc2scc(-c3ccccc3)c2c(=O)[nH]1	i	-6	1.3	3	-2	1	i	1	-3	-5

Some of the entries so far, with values under each structure.
Every second line gives: Rpn11 inh, NadD block, LMPTP block, SUMO1-SIM PPI, STEP block, Rin1 Abl inh, Neddylation inh, DNMT1 inh, Scp1 inh, CSN deneddyl inh
Fc1ccccc1N1CCN(c2nnnn2-c2ccccc2)CC1
 : i, -4, 3.7, -3, 0, 1, i, -1, -1, 2
Cc1cc(N2CC(C(=O)NCc3cccnc3)CC2=O)ccc1C(C)C (stereo not drawn)
 : i, -1, -1.9, 1, 1, -2, i, 2, -1, -3
NC(=S)N/N=C1\CC(n2nnnc2-c2ccccc2)C2COC1O2 (stereo not drawn)
 : i, -3, -1.5, -2, -2, -1, i, -2, -5, 2
CC1CN(/C=C/C(=O)C(F)(F)F)CC(C)O1 (stereo not drawn)
 : i, 2, 0.1, 6, 6, 0, i, 2, -7, -1
C=CCNC(=S)NC(=O)c1oc2ccccc2c1C
 : i, -1, 0.0, 2, 6, 1, i, 1, -6, -1
CCOc1ccccc1-n1nnnc1SCC(=O)OC
 : i, 0, -1.4, 5, -3, 0, i, -1, -8, -6

Assay outcomes: PubChem, several laboratories
